# High-throughput results: PubChem, several laboratories
# Hsp70 activator: Hsp70 transcriptional activation, primary screen | HeLa Hsp70 promoter luciferase reporter, luminescence; scaled: vehicle 0, proteasome-inhibitor control 100% | activation, % at 10 µM | 0.04% of 200,000 active | AID 1203;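 active = activation above the mean across all tested compounds plus 3 SD, cutoff set per campaign, cut at about 5.5% in these data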;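 also: 100% = MG132 at 30 µM as the positive control and 0% = DMSO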
# STAT3 act: activators of IL-6 induced STAT3 signaling; U3A cells, IL-6 STAT3-luciferase reporter, luminescence; 100% = signal with IL-6 EC80 alone; activation (% of control), % at 5.6 µM; 0.91% of 190,000 active; AID 871;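 active = activation above the screen-wide mean of compound activation plus 3 SD, cut at about 130% in these data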;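 also: 0% = background luminescence of wells with medium and substrate only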
#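 system = STAT3-luciferase reporter U3A cells | reagent = IL-6 stimulus at 33 ng/mL final | timing = 1 h compound pre-exposure, 6 h IL-6 stimulation, 37 °C | measured by = luminescence | evaluation = % activation versus median of IL-6-stimulated wells | control set = IL-6-only wells as 100% reference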
# FLuc inhib CS: Photinus pyralis luciferase inhibition counter-screen; inhibition, % at 10 µM; P08659; 1.5% of 200,000 active; ATPLite firefly luciferase biochemical luminescence, 10 min;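 active = inhibition above about 50% when tested at 10 µM, limit read from the data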
# Target sequence (P08659 whole entry, looked up): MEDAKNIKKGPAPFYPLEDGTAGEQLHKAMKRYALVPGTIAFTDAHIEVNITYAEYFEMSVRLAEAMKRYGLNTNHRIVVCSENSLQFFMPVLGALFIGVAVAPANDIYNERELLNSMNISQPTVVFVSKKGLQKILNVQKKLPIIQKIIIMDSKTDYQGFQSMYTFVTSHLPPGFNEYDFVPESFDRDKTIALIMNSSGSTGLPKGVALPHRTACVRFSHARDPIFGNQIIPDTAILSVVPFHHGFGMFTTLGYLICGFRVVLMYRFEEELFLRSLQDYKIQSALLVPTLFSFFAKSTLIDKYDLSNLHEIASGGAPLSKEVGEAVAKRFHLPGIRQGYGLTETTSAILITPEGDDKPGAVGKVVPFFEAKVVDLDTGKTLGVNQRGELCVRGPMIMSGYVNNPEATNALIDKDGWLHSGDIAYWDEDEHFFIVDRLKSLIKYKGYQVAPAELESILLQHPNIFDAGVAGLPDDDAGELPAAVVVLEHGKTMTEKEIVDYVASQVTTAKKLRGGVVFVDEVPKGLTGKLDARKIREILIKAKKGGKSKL
# RAM inhibit: blocks the yeast RAM network; S. cerevisiae dse1pr::URA3 reporter, 5-FOA growth OD615, 2 d; analog-sensitive cbk1-as2 kinase mutant strain; inhibition, % at 50 µM; 1.8% of 190,000 active;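 active = inhibition above a set limit, 3 SD over mean compound inhibition, cut at about 8.4% in these data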;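 also: 0% = DMSO-only wells with no growth and 100% = 10 µM 1-NA-PP1 full growth; inhibition rescues growth on 5-FOA so higher OD means more RAM inhibition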
# STAT1 activator: increases IFN-gamma driven STAT1 reporter signal. NIH 3T3 STAT1-luciferase reporter, luminescence; 100% = IFN-gamma alone, no compound. activation (% of control), % at 5.5 µM. 2.6% of 200,000 active;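 active = activation above the screen-wide mean activation plus 3 SD, cut at about 130% in these data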;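 also: raw ratio to IFN-gamma control signal so 100% means no change and 0% no light; values of inactives mirror those of a sister screen read the other way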
# NF-kB expr up: NF-kB expression increase, human neuronal cells. fold change at 12.5 µM. AID 1239. 1.6% of 190,000 active. NF-kB reporter expression; hits give high values; in the data active = fold change above about 3.3
# APP 5UTR inh: APP translation inhibition | AID 1285 | inhibition, % at 2 µM | SH-SY5Y APP 5'UTR-luciferase reporter, luminescence | 0.82% of 190,000 active;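 active = inhibition above a set limit, derived from the sample mean plus 3 SD, cut at about 45% in these data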; also: values of inactives mirror those of a sister screen read the other way
# STAT1 inh: STAT1 signaling inhibition. inhibition, % at 5.5 µM. NIH 3T3 STAT1-luciferase reporter, IFN-gamma, luminescence. 0.35% of 200,000 active;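 active = inhibition above a set limit, the mean inhibition across all tested compounds plus 3 SD, cut at about 34% in these data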;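 also: 0% = IFN-gamma with DMSO and 100% = IFN-gamma with 300 µM nifuroxazide; values of inactives mirror those of a sister screen read the other way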
# APP 5'UTR act: APP 5'UTR luciferase reporter activation. SH-SY5Y APP 5'UTR luciferase reporter, luminescence; zero percent = DMSO vehicle wells. activation, % at 2 µM. 1% of 190,000 active;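 active = activation above a set limit, based on mean plus 3 SD of controls, cut at about 140% in these data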; also: values of inactives mirror those of a sister screen read the other way
# STAT3 inh: STAT3 signaling inhibition; U3A cells, IL-6 STAT3-luciferase reporter, luminescence; host cell line lacks STAT1; inhibition, % at 5.5 µM; 0.89% of 190,000 active; AID 862;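 active = inhibition above the mean inhibition across all screened compounds plus 3 SD, cut at about 44% in these data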;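 also: 0% = DMSO only wells and 100% = 100 µM nifuroxazide control wells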
# An asterisk follows results filed as active; x = no result given; & = joins results of further samples.
# Screens in order – Hsp70 activator	STAT3 act	FLuc inhib CS	RAM inhibit	STAT1 activator	NF-kB expr up	APP 5UTR inh	STAT1 inh	APP 5'UTR act	STAT3 inh
CC(C)CC(NC(=O)C1CCCCC1)C(=O)NCc1ccccn1 (stereo not drawn)
  -0.4	102	-4	0.8	99	1.3	-19	-1	19	2
COc1ccc(Oc2nccc(-c3ccc(Cl)cc3)n2)cc1
  0.1	94	6	3.1	104	1	-8	-4	8	11
CC1Cc2ccccc2N1S(=O)(=O)c1cccc(C(=O)NC2CC2)c1 (stereo not drawn)
  -0.2	105	-6	1.7	100	1.2	-7	2	7	-2
O=C(O)CSCC(=O)NCc1ccc(Cl)cc1
  -0.1	100	-4	2.0	103	1.1	-6	-6	6	3
COc1ccccc1Oc1ccccc1C(=O)O
  -0.4	123	-6	1.2	117	1.6	2	-18	-2	-27
CC(=O)Oc1ccc(N2C(=O)C3C4C=CC(CC4)C3C2=O)cc1[N+](=O)[O-] (stereo not drawn)
  -0.3	110	6	1.9	94	1	4	4	-4	-11
CCCn1c(=O)c2c(C(=O)OCC)cc(-c3ccco3)nc2n(CCC)c1=O
  -0.3	105	-8	6.0	111	1	x	-12	x	-8
c1ccc(OCc2nnc3sc(-c4cccs4)nn23)cc1
  0.2	109	-2	1.4	101	1.2	1	-3	-1	-6
c1ccc(OCc2nn3c(-c4cccnc4)nnc3s2)cc1
  -0.2	89	-1	0.4	95	1.1	-6	4	32	18
COC(=O)C(Cc1c[nH]c2ccccc12)NC(=O)C(C)C (stereo not drawn)
  -0.1	100	-5	1.2	106	1.1	6	-7	-7	4
O=C1CCCN1c1ccc(S(=O)(=O)NCCc2ccc(Cl)cc2)cc1
  -0.5	96	-6	1.6	103	0.97	3	-3	-3	6
Cc1ccc(-n2c(=O)c3sccc3n(Cc3cc(=O)n4ccccc4n3)c2=O)cc1F
  -0.5	111	-4	2.1	97	1.1	-5	4	5	-8
O=C(NC(=S)Nc1ccccc1N1CCCC1)c1ccc(F)cc1
  -0.1	145*	1	1.7	91	1.1	5	8	-5	-39
O=C(/C=C/c1ccccc1)OCc1cnc(Cl)s1
  -0.3	86	-6	0.6	100	1.3	6	0	-6	20
CCOc1cc(NC(=O)c2cccs2)c(OCC)cc1NC(=O)CCC(=O)NCC1CCCO1 (stereo not drawn)
  0.3	105	-4	1.5	92	1.1	5	8	-5	-7
O=C(CSc1c[nH]c2ccccc12)NCc1ccc2c(c1)OCO2
  -0.2	109	-1	3.5	100	1.6	7	0	-7	-1
C/C(=N\N=C(/N)SC1CC(=O)N(c2ccc(Cl)cc2)C1=O)c1cccs1 (stereo not drawn)
  -0.4	110	-8	0.1	102	1.2	4	-3	-5	-6
CN/N=C(\Cc1nc2ccccc2[nH]1)c1ccc([N+](=O)[O-])cc1
  0.0	136*	42	1.1	114	1.1	-41	-16	41	-34
COC(=O)c1ccc(NC(=O)CCS(=O)(=O)c2ccc(Br)s2)cc1
  -0.3	99	-7	1.6	102	0.83	17	-2	-17	5
CC12CCC(C(=O)N(CC(O)CN3CCCCCC3)C1=O)C2(C)C (stereo not drawn)
  -0.1	92	-1	0.4	90	1.5	14	11	-14	12
CCN(CC)S(=O)(=O)c1cccc(-c2nnc(SCC(=O)NCCC3=CCCCC3)n2N)c1
  -0.1	92	-2	0.4	101	0.97	11	-1	-11	16
Cc1onc(-c2ccccc2Cl)c1C(=O)N1C=CC(C(F)(F)Cl)=NCC1
  -0.2	100	-7	-0.8	105	0.33	4	-5	-4	10
CCCCc1ccc(NC(=O)N[C@H](C(=O)O)C(C)CC)cc1 (stereo partly drawn)
  -0.3	102	-4	-0.3	95	1.2	-10	5	10	2
Cc1nnc(NC(=O)c2sc3ccccc3c2Cl)s1
  -0.3	45	97*	-1.1	78	3.3*	-65	24	65	66*
O=c1c(Br)c(N2CCOCC2)cnn1-c1ccccc1
  0.2	96	3	1.4	124	1.6	-36	-28	36	13
CCCn1c(SCN2C(=O)c3ccccc3C2=O)nc2cc(Cl)ccc2c1=O
  -0.5	92	-6	1.2	94	0.93	25	7	-25	13
O=C(OCCN1C(=O)c2ccccc2C1=O)c1cccs1
  -0.2	89	-6	1.4	105	1.3	-3	-6	3	19
CN1CCNC(=O)C1CC(=O)O (stereo not drawn)
  -0.4	97	-3	0.1	93	0.93	-4	8	4	10
COc1ccc(-n2cc(CN(C)Cc3n[nH]c(=O)[nH]3)c(-c3cccc(F)c3)n2)cc1
  -0.1	97	2	1.6	104	0.82	9	-7	-9	6
N#C/C(=C\N1CCN(Cc2ccc3c(c2)OCO3)CC1)c1nc2ccccc2s1
  -0.2	89	-2	0.0	98	0.93	-10	3	10	16
CNc1ncnc2sc(-c3ccccc3)cc12
  -0.2	94	-1	0.7	115	1.2	-8	-19	9	12
CC(C)N1CCN(Cc2ccc(C#CC(C)(C)O)s2)CC1CCO (stereo not drawn)
  0.5	97	-8	1.9	102	1	-13	-4	13	8
COc1cc(Cl)c(C)cc1NC(=O)CSc1ccccc1
  -0.2	106	-8	1.3	97	1	-13	4	13	-7
c1ccc(C(c2ccccc2)N2CCN(c3nc4ccccc4n4cnnc34)CC2)cc1
  -0.3	96	-4	-0.1	108	0.52	-1	-9	1	8
CCCn1c2c(c(O)c(C(=O)Nc3ccc(OCC)cc3)c1=O)CCCC2
  -0.2	103	-5	7.0	92	1.2	2	9	-2	-2
Cc1nc(CN(C)C(=O)c2cc(COc3c(F)cccc3F)on2)cs1
  -0.1	92	-9	0.6	100	1.2	-1	-2	1	14
CCCCCOC(=O)Nc1nnc(CCCCC)s1
  -0.2	102	-4	4.4	101	1.3	-11	-1	11	-1
O=C(Nc1ccccc1F)Nc1ccccc1Br
  -0.2	83	3	6.0	112	1.8	-84	-12	84	22
Cc1ccc(-c2csc3ncnc(-n4cnc5ccccc54)c23)cc1
  -0.3	101	-2	-0.2	92	0.85	8	8	-8	-7
CN(CC(=O)O/N=C(\N)c1cccc([N+](=O)[O-])c1)S(=O)(=O)c1ccccc1
  0.3	103	-2	3.5	100	1.1	-5	0	5	-3
Cn1c(NC(=O)c2cccc(C(F)(F)F)c2)cc(=O)n(C)c1=O
  -0.3	111	-4	-0.3	101	1	8	-1	-8	-8
O=C(CCCN1CC=C(n2c(=O)[nH]c3ccccc32)CC1)c1ccc(F)cc1
  -0.3&-0.3	70	0&-5	-0.4	100	1	-12	0	12	36
COc1ccc(OC)c(NC(=S)N(CCc2c(C)[nH]c3ccccc23)Cc2cccs2)c1
  -0.3	110	-11	8.1	104	0.75	3	-4	-3	-12
Cn1c(=O)n(C)c2cc(NC(=O)C(F)(F)F)ccc21
  0.2	99	-6	0.7	93	1.1	-2	4	2	3
COc1cc([C@@H]2C[C@H]3CN(c4ccccc4)C(=O)[C@]34CCCN24)cc(OC)c1OC
  0.1	103	-4	1.4	110	0.92	-1	-13	1	2
Cc1cccc(C)c1NC(=O)CN1C(=O)NC(C)(CCc2ccccc2)C1=O (stereo not drawn)
  -0.1	111	-5	1.1	87	1	-9	13	9	-8
COc1cc(C(C)=O)ccc1OCCN1CCC(Cc2ccccc2)CC1
  0.0	90	-8	-1.4	94	1.1	11	5	-11	19
COc1cccc(OCCSc2nc3ccccc3c(=O)[nH]2)c1
  0.0	102	8	3.2	112	1	-13	-13	13	0
Cc1onc(-c2ccccc2Cl)c1C(=O)OCC(=O)c1c(N)n(C)c(=O)n(C)c1=O
  0.0	104	-6	-0.5	98	0.76	-2	1	2	-3
COc1ccc(Cc2noc(CN(C)Cc3ccc(-n4cccn4)cc3)n2)cc1OC
  -0.2	98	-9	4.0	95	1.2	-7	4	7	5
Cc1c(C(=O)O)cccc1-n1c(C)cc(C=O)c1C
  0.1	98	-5	0.0	100	2.3	-12	-2	12	5
O=S(=O)(NCC1CCCO1)c1ccc(-c2ccc(Cl)cc2)cc1 (stereo not drawn)
  0.2	80	1	2.0	84	1.3	-18	14	18	28
Cc1ccc(NCCC(=O)c2ccc(Cl)cc2)cc1C
  -0.4	93	-3	3.4	105	1	-17	-5	17	9
CNC(=O)COC(=O)c1ccc(Cl)c(S(=O)(=O)N2CCCC2)c1
  -0.1	102	0	0.9	102	1.2	-11	-4	11	-1
Clc1cccc(CSC2=NCCCN2)c1
  -0.1	102	0	0.1	101	1.2	-9	-1	9	0
Cc1ccc(CNC(=O)C(=O)NCC2OCCN2S(=O)(=O)c2ccc3c(c2)OCCO3)cc1 (stereo not drawn)
  0.0	104	-13	-0.3	98	0.79	1	2	-1	-4
